GLD-1 TGE inh: GLD-1-TGE RNA interaction inhibition (C. elegans) | Q17339 | purified GLD-1 + fluorescein TGE RNA, fluorescence polarization | inhibition, % at 5.96 µM | 320,000 tested, 0.44% active | AID 2280;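 active = percent inhibition above a per-plate cutoff, the plate mean of test compounds plus 3 SD, cut at about 30% in these data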;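 also: 0% = DMSO wells with GLD-1 and probe and 100% = wells lacking GLD-1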
PME-1 inh: blocks human protein phosphatase methylesterase 1 | AID 2130 | recombinant PME-1, FP-Rh probe fluorescence polarization | 320,000 tested, 0.53% active | inhibition, % at 5.9 µM;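 active = inhibition above the campaign mean of all compounds plus 3 SD, cut at about 26% in these data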;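 also: competitive labeling of PME-1 active site by serine hydrolase directed probe; 0% = PME-1 with DMSO and 100% = wells lacking PME-1 enzyme; inhibitors block probe labeling so polarization falls and inhibition rises; many of its hits are not listed in these tables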
GSTO1 counter: counter-screen for RBBP9 inhibitors: inhibitors of human GSTO1; P78417; recombinant GSTO1, activity-based probe fluorescence polarization; inhibition, % at 5.96 µM; 300,000 tested, 1.1% active; AID 1974;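 active = inhibition above the campaign mean inhibition plus 3 SD, cut at about 35% in these data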;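 also: 0% = GSTO1-1 with DMSO and 100% = wells lacking GSTO1-1 enzyme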
Target sequence (P78417 whole entry, looked up): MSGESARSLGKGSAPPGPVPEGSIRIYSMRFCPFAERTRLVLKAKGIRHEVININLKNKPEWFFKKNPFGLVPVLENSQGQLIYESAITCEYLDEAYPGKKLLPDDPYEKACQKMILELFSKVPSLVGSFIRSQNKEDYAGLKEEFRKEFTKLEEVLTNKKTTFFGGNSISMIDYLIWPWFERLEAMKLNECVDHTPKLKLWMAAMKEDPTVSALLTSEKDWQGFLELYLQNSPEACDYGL
TPT1 inh: blocks Candida albicans tRNA 2'-phosphotransferase | 300,000 tested, 0.81% active | inhibition, % at 5 µM | recombinant caTPT1, FP RNA substrate dephosphorylation | AID 1962;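 active = inhibition above the mean of all tested compounds plus 3 SD, set per screening campaign, cut at about 24% in these data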;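 also: plate controls were DMSO alone for no effect and ferristatin control at 100 nM for full effect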
MCL1 BIM primary: MCL1-BIM-BH3 interaction inhibition (human); Q07820; inhibition, % at 10.9 µM; GST-MCL1 / FITC-Bim-BH3 fluorescence polarization; 320,000 tested, 0.68% active;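 active = inhibition above the mean inhibition of all tested compounds plus 3 SD, set per campaign, cut at about 40% in these data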;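 also: 0% = DMSO wells and 100% = unlabeled Bim-BH3 peptide control; higher means more loss of mP so more displacement of Bim peptide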
Target sequence (Q07820 whole entry, looked up): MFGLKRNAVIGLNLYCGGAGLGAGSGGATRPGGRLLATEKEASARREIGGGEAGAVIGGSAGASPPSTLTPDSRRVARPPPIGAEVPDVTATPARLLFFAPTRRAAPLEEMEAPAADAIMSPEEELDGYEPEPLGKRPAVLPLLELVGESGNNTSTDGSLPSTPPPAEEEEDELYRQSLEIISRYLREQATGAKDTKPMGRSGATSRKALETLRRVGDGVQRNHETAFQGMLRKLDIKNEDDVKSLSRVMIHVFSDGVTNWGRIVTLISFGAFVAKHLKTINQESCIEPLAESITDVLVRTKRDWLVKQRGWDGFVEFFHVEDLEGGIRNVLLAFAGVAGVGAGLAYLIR
Bcl-xL primary: blocks human Bcl-xL binding to Bim BH3 peptide; Q07817; GST-Bcl-xL / FITC-Bim BH3 peptide fluorescence polarization; inhibition, % at 10.9 µM; 320,000 tested, 0.7% active; AID 2129;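 active = inhibition above the mean of all tested compounds plus 3 SD, cutoff set per campaign, cut at about 30% in these data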;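 also: 0% = DMSO wells and 100% = unlabeled Bim-BH3 peptide competitor; inhibitors lower millipolarization by displacing the labeled peptide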
PAD4 inh: blocks human protein arginine deiminase 4 | recombinant PAD4, RCA probe fluorescence polarization | AID 485272 | Q9UM07 | inhibition, % at 6.36 µM | 330,000 tested, 0.41% active;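 active = percent inhibition above a cutoff equal to the mean of all tested compounds plus 3 SD, cut at about 15% in these data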;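 also: 0% = PAD4 with RCA probe and DMSO and 100% = probe without PAD4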
Fam108B inh: counter-screen for RBBP9 inhibitors: inhibitors of mouse Fam108B; recombinant Fam108B, FP-Rh probe fluorescence polarization; inhibition, % at 9.51 µM; 300,000 tested, 0.33% active;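 active = inhibition above the screen mean inhibition plus 3 SD, computed separately per campaign, cut at about 18% in these data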;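 also: inhibitors lower polarization as less probe binds the enzyme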
MEX-5 binding: C. elegans MEX-5 TCR-2 RNA binding activity. Q9XUB2. MEX-5/FITC-TCR2 RNA binding, fluorescence polarization; active compounds read low. activity score (negative = inhibition of binding), % at 10 µM. 300,000 tested, 0.38% active;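 active = inhibition past about -25% in most replicates, and total fluorescence under double the plate's negative control median, limit read from the data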;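 also: 0% = DMSO and -100% = 5 µM competing unlabeled TCR2 RNA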
Target sequence (Q9XUB2 whole entry, looked up): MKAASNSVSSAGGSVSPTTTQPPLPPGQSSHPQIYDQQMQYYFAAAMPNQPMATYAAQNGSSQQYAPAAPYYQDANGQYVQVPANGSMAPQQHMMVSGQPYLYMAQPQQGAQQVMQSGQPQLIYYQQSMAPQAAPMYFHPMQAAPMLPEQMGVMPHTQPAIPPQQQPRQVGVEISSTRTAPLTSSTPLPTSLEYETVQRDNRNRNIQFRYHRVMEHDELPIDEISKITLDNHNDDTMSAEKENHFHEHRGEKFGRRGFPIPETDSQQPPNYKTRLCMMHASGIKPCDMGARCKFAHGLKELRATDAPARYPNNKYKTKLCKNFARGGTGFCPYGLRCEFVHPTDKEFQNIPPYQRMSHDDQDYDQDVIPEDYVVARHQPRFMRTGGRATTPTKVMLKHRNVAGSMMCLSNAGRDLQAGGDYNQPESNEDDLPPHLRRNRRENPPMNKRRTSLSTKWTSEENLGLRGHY
An asterisk follows results filed as active; x = not tested or not shown; + = active, no number. Not all compounds are listed, so the mix of outcomes need not match the whole.

[1] COc1ccc(CCNC(=O)COc2cccc3c2OC(C)(C)C3)cc1OC
[2] CCOC(=O)NC(c1ccc(C(C)C)cc1)C(Cl)(Cl)Cl (configuration not stated)
[3] CCCCCCC1/C(=N\NC(=O)c2ccccc2)CCC1C(=O)OC (configuration not stated)
[4] CC(C)C(=O)NCCc1nc(-c2ccccc2)no1
[5] Cc1ccc(S(=O)(=O)NCC(=O)OC(C)C(=O)NC(=O)NC2CCCCC2)cc1C (configuration not stated)
[6] COc1ccc(NC(=O)CSc2nnc(-c3cccnc3)o2)cc1
[7] COc1ccc(N/C(=C(/C(Cl)=C(Cl)Cl)[N+](=O)[O-])n2nnc3ccccc32)cc1
[8] COc1ccc(CCNC(=O)CN(C)S(=O)(=O)c2ccc(OC)cc2)cc1
Screen / compound no. | 1 | 2 | 3 | 4 | 5 | 6 | 7 | 8
GLD-1 TGE inh | 1 | 4 | -2 | -3 | 1 | 8 | 18 | 1
PME-1 inh | 0 | -7 | 0 | 5 | 8 | -2 | 5 | -3
GSTO1 counter | 9 | -4 | -5 | -1 | x | 2 | 12 | 5
TPT1 inh | 7 | 1 | 0 | -1 | x | -6 | -13 | -3
MCL1 BIM primary | -4 | -10 | -2 | -5 | 0 | 8 | 41* | -11
Bcl-xL primary | -5 | -2 | -1 | -6 | -1 | 3 | 39* | 2
PAD4 inh | -6 | -8 | -2 | -2 | 1 | -2 | -4 | -3
Fam108B inh | -1 | -6 | 1 | 2 | x | 0 | -1 | -1
MEX-5 binding | -2.6 | -0.6 | -1.2 | 0.0 | x | 0.8 | -42* | 1.1

[9] N#CCN(CC#N)C(=O)C1c2ccccc2Oc2ccccc21
[10] CCOc1cc(NC(=O)c2cccs2)c(OCC)cc1NC(=O)c1ccccn1
[11] Cc1occc1C(=O)N(Cc1nc(-c2ccccc2)no1)C(C)C
[12] Cc1cc(C)cc(NC(=O)COC(=O)CC2CCCC2)c1
[13] COc1ccc2[nH]c3c(=O)n(/N=C/c4ccc(OC)c(CN5CCCC5)c4)c(C)nc3c2c1
[14] Cc1ccccc1OCCC(=O)OCC(=O)NC1CC1
[15] COc1ccccc1C(=O)NC(C)c1cccc2ccccc12 (configuration not stated)
[16] CC(CN1CCCCC1)c1ccccc1 (configuration not stated)
Screen / compound no. | 9 | 10 | 11 | 12 | 13 | 14 | 15 | 16
GLD-1 TGE inh | + | 2 | 3 | 1 | 1 | 2 | 0 | -4
PME-1 inh | 77* | 4 | 2 | 2 | 3 | 4 | 1 | 2
GSTO1 counter | 19 | -3 | 0 | x | 7 | 6 | 4 | -1
TPT1 inh | -133 | -2 | -2 | x | 3 | -2 | -3 | -1
MCL1 BIM primary | + | 7 | 0 | 7 | -5 | 2 | 3 | 7
Bcl-xL primary | + | 1 | 8 | 4 | -27 | 2 | 6 | 6
PAD4 inh | 56* | -3 | -2 | 7 | 2 | -1 | 1 | 0
Fam108B inh | 91* | 1 | 2 | x | 0 | 1 | 2 | 4
MEX-5 binding | 0.6 | -2.8 | 3.0 | x | -1.4 | -2.0 | 1.4 | -4.8

[17] CC1CCN(C(=O)CNC(=O)CNS(=O)(=O)c2ccccc2)CC1
[18] COc1cccc(NC(=O)CN(C)S(=O)(=O)c2ccc3c(c2)n(C)c(=O)c(=O)n3C)c1
[19] COc1cccc(CC(=O)Nc2ncc(C)s2)c1
[20] CCCc1cc(=O)[nH]c(SCCOc2ccc(Cl)cc2)n1
[21] Cn1ccnc1C(O)(c1nnc(-c2ccccc2)o1)C(F)(F)F (configuration not stated)
[22] O=C(NC(=O)c1ccccc1)Nc1ccc(Cl)cn1
[23] O=C(Nc1ccccc1)N1CCSc2cc(Cl)ccc21
[24] CCCCN(C)C(=O)c1cccc(OC2CCN(CC(C)(C)C)CC2)c1
Screen / compound no. | 17 | 18 | 19 | 20 | 21 | 22 | 23 | 24
GLD-1 TGE inh | 2 | 5 | -6 | 7 | -8 | 2 | 5 | -3
PME-1 inh | -3 | -5 | -1 | -8 | -3 | 7 | 1 | -5
GSTO1 counter | 3 | 7 | 3 | -4 | 6 | 0 | 16 | 3
TPT1 inh | -2 | -4 | 2 | 1 | 4 | -3 | 0 | -1
MCL1 BIM primary | 6 | 3 | -14 | -3 | 4 | 10 | 6 | -1
Bcl-xL primary | 5 | -5 | -4 | 1 | -3 | -9 | 8 | 3
PAD4 inh | 5 | 0 | -3 | -2 | -3 | -8 | 0 | -3
Fam108B inh | -4 | 1 | 0 | 1 | 4 | -2 | -1 | 0
MEX-5 binding | -0.5 | -1.1 | 2.7 | 0.5 | -0.5 | -0.9 | 0.9 | -31*

[25] COC(=O)c1ccc(C)c(NC(=S)NCc2ccc(Cl)cc2)c1
[26] CCOc1ccc(-c2nc(S(=O)(=O)c3ccccc3)c(NCc3cccnc3)o2)cc1
[27] OCCC1CN(Cc2nc3c(s2)CCCC3)CCN1CCc1ccccc1 (configuration not stated)
[28] COc1ccc(C(=O)Nc2ccc(Cl)cc2C(=O)NCc2ccco2)cc1
[29] C/C(=C\C(=S)Nc1ccccc1)Nc1cccc2ccccc12
[30] CCOc1ccc(CCNC(=O)c2cccc3c2C(=O)N(CCOC)C3)cc1OCC
[31] COc1cccc(-n2nnnc2SCC(=O)NCCc2ccc(OC)c(OC)c2)c1
[32] CC(=O)c1cccc(N=Cc2c(O)c3ccccc3oc2=O)c1
Screen / compound no. | 25 | 26 | 27 | 28 | 29 | 30 | 31 | 32
GLD-1 TGE inh | 5 | 4 | -4 | 4 | 8 | -4 | 0 | 2
PME-1 inh | 15 | 4 | 6 | 9 | 0 | 0 | 3 | -9
GSTO1 counter | -9 | 5 | -5 | -1 | 1 | -10 | 1 | -13
TPT1 inh | 1 | -1 | 6 | -3 | -2 | 2 | -1 | 4
MCL1 BIM primary | 4 | 2 | -3 | -5 | 8 | -6 | -3 | -4
Bcl-xL primary | 4 | 2 | -3 | 3 | 12 | 2 | 7 | -2
PAD4 inh | 4 | 3 | -1 | -5 | -19 | -9 | -4 | -2
Fam108B inh | -4 | 3 | 3 | -1 | 0 | 2 | 2 | -6
MEX-5 binding | 1.1 | 0.5 | 0.1 | -3.8 | -0.4 | 5.3 | 0.1 | -0.8

[33] CCOC(=O)C1=C(C)Nc2nc(SCC(=O)OC)nn2C1c1cc(F)cc(F)c1 (configuration not stated)
[34] Cc1ccc(C(NC(N)=O)c2ccccc2C)cc1 (configuration not stated)
[35] C(=C\c1nc(-c2cccnc2)no1)/c1ccccc1
[36] COC(=O)c1ccc(Sc2ccccc2NS(=O)(=O)c2ccc(NC(C)=O)cc2)nc1
[37] CC(C)(C)NC(=O)C1CC(=O)OC12CCOC(C)(C)C2 (configuration not stated)
[38] Cc1cccc(C)c1NC(=O)CN(C)C(=O)c1cccc(-n2cccc2)c1
[39] CC(C)C[C@H]1COCCS(=O)(=O)N1Cc1cccc(F)c1
[40] c1nc(N2CCC3(CC2)OCCO3)c2[nH]cnc2n1
Screen / compound no. | 33 | 34 | 35 | 36 | 37 | 38 | 39 | 40
GLD-1 TGE inh | 6 | 3 | 8 | -1 | 1 | 0 | 0 | 5
PME-1 inh | -6 | -2 | 1 | 10 | -3 | 1 | 3 | -2
GSTO1 counter | -1 | -2 | 0 | -5 | 5 | -2 | 10 | 5
TPT1 inh | -5 | 1 | -1 | 3 | -2 | 4 | -2 | 3
MCL1 BIM primary | 10 | 0 | 1 | 12 | 4 | 18 | 9 | -13
Bcl-xL primary | 6 | 3 | 4 | 1 | 0 | 7 | 3 | 0
PAD4 inh | -1 | 2 | 3 | -3 | 5 | 5 | 6 | -1
Fam108B inh | -1 | -2 | -2 | 0 | -2 | -2 | -2 | 1
MEX-5 binding | 1.9 | 1.4 | -1.4 | 0.7 | 0.7 | -2.7 | 1.4 | -0.9

[41] Cc1cc(C)n(CC(C)O)c(=O)c1C#N (configuration not stated)
[42] CC(C)[C@@H](C(=O)N[C@@H](Cc1ccccc1)C(=O)O)N1C(=O)N2CCc3c([nH]c4ccccc34)[C@@]2(C)C1=O
[43] COc1ccc(Nc2nnc(Cc3ccccc3)c(=O)[nH]2)c(OC)c1
[44] O=C(COC(=O)c1cc(-c2cccs2)nc2ccccc12)NC1CCS(=O)(=O)C1 (configuration not stated)
[45] O=S(=O)(Nc1ccc(-c2ccc3nncn3n2)cc1)c1ccccc1F
[46] COC(=O)CN1C(=O)NC2(CCCc3ccccc32)C1=O (configuration not stated)
[47] O=C(CSc1nnnn1C1CC1)Nc1ccc(S(=O)(=O)N2CCOCC2)cc1
[48] COc1cccc(C(=O)NCCCn2ccnc2)c1
[49] CC(=O)NCc1ccc(S(=O)(=O)N/N=C/c2ccccc2)cc1
[50] O=C(CNCc1ccccc1)NCCCN1CCCC1=O
Screen / compound no. | 41 | 42 | 43 | 44 | 45 | 46 | 47 | 48 | 49 | 50
GLD-1 TGE inh | -5 | 5 | -8 | 1 | 2 | -1 | 0 | 7 | -5 | 5
PME-1 inh | -1 | 2 | 2 | -1 | 5 | 0 | 1 | -4 | 1 | -2
GSTO1 counter | 6 | -1 | -7 | 3 | -5 | 3 | x | 11 | 0 | 4
TPT1 inh | 0 | -2 | -3 | 1 | 0 | -2 | x | -1 | 1 | 0
MCL1 BIM primary | 5 | 2 | -13 | -4 | -1 | 1 | -4 | 2 | 6 | 4
Bcl-xL primary | 1 | 3 | -6 | -7 | 4 | -3 | -1 | -4 | 5 | 5
PAD4 inh | 1 | 4 | -7 | -3 | -5 | 0 | 0 | 2 | -7 | 1
Fam108B inh | 2 | -4 | -5 | -5 | -4 | -2 | x | 7 | 4 | -3
MEX-5 binding | 1.0 | 0.7 | 0.9 | -1.1 | -1.3 | -1.0 | x | -0.4 | 1.1 | -1.2

Grouped by structure: the entries above with a Cl atom (7)
[2] CCOC(=O)NC(c1ccc(C(C)C)cc1)C(Cl)(Cl)Cl (configuration not stated)
[7] COc1ccc(N/C(=C(/C(Cl)=C(Cl)Cl)[N+](=O)[O-])n2nnc3ccccc32)cc1
[20] CCCc1cc(=O)[nH]c(SCCOc2ccc(Cl)cc2)n1
[22] O=C(NC(=O)c1ccccc1)Nc1ccc(Cl)cn1
[23] O=C(Nc1ccccc1)N1CCSc2cc(Cl)ccc21
[25] COC(=O)c1ccc(C)c(NC(=S)NCc2ccc(Cl)cc2)c1
[28] COc1ccc(C(=O)Nc2ccc(Cl)cc2C(=O)NCc2ccco2)cc1
Screen / compound no. | 2 | 7 | 20 | 22 | 23 | 25 | 28
GLD-1 TGE inh | 4 | 18 | 7 | 2 | 5 | 5 | 4
PME-1 inh | -7 | 5 | -8 | 7 | 1 | 15 | 9
GSTO1 counter | -4 | 12 | -4 | 0 | 16 | -9 | -1
TPT1 inh | 1 | -13 | 1 | -3 | 0 | 1 | -3
MCL1 BIM primary | -10 | 41* | -3 | 10 | 6 | 4 | -5
Bcl-xL primary | -2 | 39* | 1 | -9 | 8 | 4 | 3
PAD4 inh | -8 | -4 | -2 | -8 | 0 | 4 | -5
Fam108B inh | -6 | -1 | 1 | -2 | -1 | -4 | -1
MEX-5 binding | -0.6 | -42* | 0.5 | -0.9 | 0.9 | 1.1 | -3.8

Source: PubChem (several laboratories)
